Screening results: PubChem, National Center for Advancing Translational Sciences (NCATS)
Pol beta inh = qHTS Assay for Inhibitors of DNA Polymerase Beta; Pol beta primer extension/strand displacement, fluorescence kinetic; Potency, µM (series often up to 114 µM), inactives show top-dose activity change, negative = inhibition, actives largely listed as inhibitors; 340,000 compounds, 1.3% hits; AID 485314, 2010; note: potency is the fitted concentration of half-maximal effect; % is set by controls: 0 for no effect and ±100 for the full control effect
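Enzyme-only controls used 10 nM Pol beta; buffer lacking enzyme served as negative control. Compound preincubated 15 min, then 50 nM substrate added; 0 and 10 min reads at room temperature.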
APEX1 inh = qHTS Assay for Inhibitors of the Human Apurinic/apyrimidinic Endonuclease 1 (APE1); DNA repair nuclease/redox regulator APEX1 (Homo sapiens), P27695; recombinant APE1, TAMRA/BHQ-2 abasic DNA cleavage fluorescence; 350,000 compounds, 0.35% hits; Potency, µM (highest dose often 65.8 µM), for the others: at the top dose activity change, negative = inhibition, usual class: inhibitors;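 note: potency is the fitted concentration of half-maximal effect; plate controls were vehicle for no effect and reference inhibitor for full effect; nearly all actives have a fitted effect of over 55% in size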
Target sequence (P27695 whole entry, looked up): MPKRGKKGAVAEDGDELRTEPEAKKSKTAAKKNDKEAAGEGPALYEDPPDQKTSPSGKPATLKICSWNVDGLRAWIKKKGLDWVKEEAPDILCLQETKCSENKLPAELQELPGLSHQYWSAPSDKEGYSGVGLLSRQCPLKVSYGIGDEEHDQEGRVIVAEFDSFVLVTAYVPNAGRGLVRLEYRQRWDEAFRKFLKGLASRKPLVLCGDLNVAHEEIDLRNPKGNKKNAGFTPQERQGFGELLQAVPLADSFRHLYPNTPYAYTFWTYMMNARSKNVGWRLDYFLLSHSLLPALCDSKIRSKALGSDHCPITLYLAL
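Measures dequenching upon AP-site incision of a 5'-TAMRA/3'-BHQ-2 THF-containing duplex, 50 nM; human APE1 0.75 nM after 15 min room-temperature exposure to compound; kinetic three-point read at one-minute spacing.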
POLH inh = qHTS for Inhibitors of Polymerase Eta; recombinant Pol eta, fluorescent DNA replication assay; AID 588591, 2011; Potency, µM (top dose mostly 114 µM), for inactives: top-dose activity change, negative = inhibition, most hits filed as inhibitors; 390,000 compounds, 1.2% hits; note: potency is the fitted concentration of half-maximal effect; % is set by controls: 0 for no effect and ±100 for the full control effect
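Pol eta at 10 nM preincubated with compounds 15 min at room temperature; reaction started with fluorescent substrate (50 nM final) and read kinetically at 0 and 10 min.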
ALOX12 inh = Primary qHTS assay for inhibitors of human arachidonate 12S-lipoxygenase (ALOX12): Round 2 | 580,000 compounds, 1.1% hits | Polyunsaturated fatty acid lipoxygenase ALOX12 (Homo sapiens), P18054 | purified 12hLO, xylenol orange hydroperoxide absorbance | Potency, µM (series often up to 108 µM), without a hit: at the highest dose activity change, negative = inhibition, most hits filed as inhibitors | AID 1671190, 2021; note: potency is the fitted concentration of half-maximal effect; % is set by controls: 0 for no effect and ±100 for the full control effect
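Purified human 12hLO (150 nM final) in 25 mM Hepes, 0.01% Triton X-100, pH 7.0 was preincubated 15 min at room temperature with compound. Then 40 uM arachidonic acid was added, 30 min. Hydroperoxide was read by Fe-XO absorbance ratio 573/405 nm.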
LDHA block = qHTS assay for inhibitors of human lactate dehydrogenase; purified LDHA, NADH/diaphorase-resazurin fluorescence; active compounds read low; activity change, % (values are at about 110 or 230 µM); 480,000 compounds, 0.15% hits; in the data active = activity change below about -30%; inconclusive = mostly about -25% to -30%;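 note: plate controls were DMSO wells for no effect and wells without enzyme for full effect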
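Human LDH5 at 2 nM final in Tris HCl pH 7.4 with 0.06 mM NADH and 0.2 mM pyruvate, reacted 5 minutes at room temperature. Remaining NADH coupled via diaphorase/resazurin; resorufin fluorescence read at 0 and 20 minutes, normalized to enzyme-free and DMSO wells.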
RGS4 inh = Inhibitors of Regulator of G Protein Signaling (RGS) 4: qHTS. AID 504845, 2011. Regulator of G-protein signaling 4 (Homo sapiens), P49798. Potency, µM (highest dose often 114 µM), inactives show top-dose activity change, negative = inhibition, actives largely listed as inhibitors. 390,000 compounds, 0.039% hits. Transcreener GDP fluorescence polarization, RGS4-accelerated GTP hydrolysis; note: potency is the fitted concentration of half-maximal effect; % is set by controls: 0 for no effect and ±100 for the full control effect; nearly all actives have a fitted effect of over 75% in size; some results filed as inactive show a strong effect at the top dose
Target sequence (P49798 whole entry, looked up): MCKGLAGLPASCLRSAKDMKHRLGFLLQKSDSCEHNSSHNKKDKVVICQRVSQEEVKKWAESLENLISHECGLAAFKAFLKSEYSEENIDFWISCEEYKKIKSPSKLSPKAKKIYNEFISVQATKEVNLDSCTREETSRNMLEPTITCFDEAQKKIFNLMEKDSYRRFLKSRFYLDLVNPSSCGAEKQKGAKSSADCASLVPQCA
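MLSMR compounds (23 nl, pin-transferred) preincubated 10 min at room temperature with a 500nM (2x) first reagent, then RGS4 at 900nM (2x) plus Transcreener GDP mix added; fluorescence polarization (620/688 nm) read before and after 90 min at 30 °C.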
POLK inh = qHTS for Inhibitors of Polymerase Kappa. DNA polymerase kappa (Homo sapiens), Q9UBT6. purified Pol kappa, fluorescent DNA synthesis assay, 10 min. Potency, µM (series often up to 107 µM), inactives show at the top dose activity, negative = inhibition, actives largely listed as inhibitors. 400,000 compounds, 0.53% hits. AID 588579, 2011; note: potency is the fitted concentration of half-maximal effect; % is set by controls: 0 for no effect and ±100 for the full control effect
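Pol kappa 10 nM + cpd, 15 min RT; start w/ substrate 50 nM final; fluorescence kinetic read, 0 and 10 min. Neg ctrl: buffer, no enzyme.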
Anesthetic bind = qHTS Assay for Identification of Novel General Anesthetics. apoferritin/1-aminoanthracene competitive binding, fluorescence. AID 485281, 2010. Potency, µM (highest dose often 77.5 µM), for inactives: at the top dose activity change, negative = displacement, usual class: inhibitors. Ferritin light chain (Equus caballus), P02791. 350,000 compounds, 0.074% hits; note: potency is the fitted concentration of half-maximal effect; % is set by controls: 0 for no effect and ±100 for the full control effect; nearly all actives have a fitted effect of over 20% in size
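Concentration-response curves derived by four-parameter Hill fitting of normalized fluorescence, where compounds displaced 1-AMA from 10 uM horse apoferritin following a brief 10 min room-temperature incubation; propofol titration acted as positive control.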
ERG Ets-DNA blk = qHTS for Small Molecule Inhibitors of the ERG Ets/DNA interaction; Potency, µM (series often up to 76.9 µM), without a hit: top-dose FP activity, negative = inhibition, hits mostly inhibitors; 370,000 compounds, 0.028% hits; fluorescence polarization, His-ERG Ets domain / labelled DNA; AID 624246, 2012; active = well fitted inhibition curve with a large enough effect in the polarisation, with a control signal flat; inconclusive = small, poorly fitted or top-dose-only effect, or effect the other way, or a change in a side signal; inactive = no such curve, though single readings can be large or run the other way; the % refers to the polarisation;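 note: polarization taken with two DNA probes labelled with fluorescein and Texas red; potency is the fitted concentration of half-maximal effect; % of control where 0% means no effect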
Target sequence (P11308 whole entry, looked up, the tested form may be a part): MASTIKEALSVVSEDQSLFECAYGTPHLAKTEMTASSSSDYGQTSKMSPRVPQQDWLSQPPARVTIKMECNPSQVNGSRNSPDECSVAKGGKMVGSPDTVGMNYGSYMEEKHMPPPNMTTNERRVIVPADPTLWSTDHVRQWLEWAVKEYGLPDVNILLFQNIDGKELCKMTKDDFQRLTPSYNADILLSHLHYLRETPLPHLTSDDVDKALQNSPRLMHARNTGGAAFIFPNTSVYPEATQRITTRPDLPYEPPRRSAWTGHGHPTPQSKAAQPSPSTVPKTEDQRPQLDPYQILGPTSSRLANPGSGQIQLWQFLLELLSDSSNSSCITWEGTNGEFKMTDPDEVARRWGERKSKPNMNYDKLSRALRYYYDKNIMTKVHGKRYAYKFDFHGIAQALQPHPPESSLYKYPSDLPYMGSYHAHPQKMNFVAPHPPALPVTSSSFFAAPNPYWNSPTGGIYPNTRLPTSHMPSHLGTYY
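His-tagged ERG Ets domain (1 uM in the protein solution; 300mM KCl, 50mM Tris-HCl, 1mM EDTA, 1mM DTT, pH 7.5) received compound, then a probe mix of 5 nM fluorescein-DNA and 100nM Texas-615-DNA. Fluorescence polarization was read for both dyes.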
An asterisk follows results filed as active; i = inactive; ? = inconclusive; nt = not tested or not shown; & = joins results of further samples; [ ] = remark or other dose. Unless noted, calls come from the whole dose curve; as a rule, active = well fitted curve in the direction sought with a large enough effect; inconclusive = small, poorly fitted or top-dose-only effect, or another doubt; inactive = no such curve, though single readings can be large; an effect the other way counts as inactive or inconclusive.

SMILES	Pol beta inh	APEX1 inh	POLH inh	ALOX12 inh	LDHA block	RGS4 inh	POLK inh	Anesthetic bind	ERG Ets-DNA blk
O=C(Cn1c(=O)oc2cc(S(=O)(=O)NCc3ccccc3)ccc21)Nc1ccc(F)c(Cl)c1	?	nt	-5%	-24%	-9	-19%	-12%[60.1 µM]	-2%	1%
COc1ccc(C(=O)OCC(=O)NC2CCCC2)cc1OC	21%	-4%	-14%	0%	-1	-9%	3%	3%	-8%
C1CN(c2nc3nonc3nc2N2CCSCC2)CCO1	-1%	-2%	18%	-23%	-16	27%[11.4 µM]	-9%	9%	-2%
COc1ccc2c(c1)C(NC(C)=O)C(=O)N2CCc1ccccc1 (centres undefined)	41%	-2%	-24%	4%	0	-14%	-7%	-3%	-4%
COC(=O)c1c(NC(=S)Nc2ccc(CC(=O)O)cc2)sc(C)c1C	?	-4%	?	-25%	-5	-38%	-20%	-8%	-7%
CC1(C)OC(=O)C2(Cc3ccccc3N3CCCCC32)C(=O)O1 (centres undefined)	33%	1%	1%	-29%	2&3	5%	-9%&5%	-10%	-4%
Nc1ncnc2c1ncn2[C@@H]1O[C@H](COS(=O)(=O)O)[C@@H](O)[C@H]1O	nt	3%	-17%	3%	0	3%	5%	nt	-11%
COc1ccc(CN(C)CCCn2cnc3c(OCc4ccccc4)ncnc32)cc1OC	nt	nt	-6%	-5%	-4	10%	-13%	nt	-5%
O/N=C(\c1ccc(Cl)cc1Cl)c1ncc(C(F)(F)F)cc1Cl	-22%	-2%	-14%	-8%	-2	-11%	-23%	18µM*	-5%
COc1ccc(N2CCN(c3oc(/C=C/c4cccc(OC)c4)nc3C#N)CC2)cc1	40%	nt	-23%	-21%	-2	28%	-5%	104%[activator]	-1%
O=C(O)CCC(=O)N1CCc2cc(S(=O)(=O)NCCc3ccc(Cl)cc3)ccc21	10%	1%	-2%	nt	-3	16%	-20%	-4%	0%
CC(=O)NS(=O)(=O)c1ccc(N=NN2CCCCC2)cc1	23%	19%	-5%	-15%	-2	-14%	-6%	-9%	-1%
COCCN(C(=O)COC(=O)/C=C/c1ccc2ccccc2n1)c1c(N)n(Cc2ccccc2)c(=O)[nH]c1=O	0%	11%	-3%	?	-7	-1%	-16%	-23%	1%
Cc1noc(C)c1C(=O)OCC(=O)NCCc1ccc(Cl)cc1	25%	1%	-2%	0%	-4	21%	-22%	-11%	-2%
COc1ccccc1N1CCN(C(=O)Cn2ncc3c(=O)oc4ccccc4c32)CC1	10%	nt	-10%	-19%	-1	-1%	-3%	-7%	-2%
CCOC(=O)c1cc(-c2ccccc2)n(CCC(=O)Nc2ccc(Cl)c(C(F)(F)F)c2)c1C	2%	nt	-3%	-24%	2	11%	0%[60.1 µM]	4%	-2%
Cc1ccc(S(=O)(=O)N2CCCC2c2nc3ccccc3s2)cc1 (centres undefined)	1%	-2%	-3%	0%	-7	-1%	-15%	5%	-5%
Cc1cc(N2CCOCC2)nc(N2CCOCC2)n1	-3%&-1%	-2%&9%	-11%	7%	0	4%	4%	-12%&-10%	-10%
Cc1cc2c(ncn2C(C)C)c(N)c1C	9%	4%	-2%	0%	0	-5%	-4%	-9%	-3%
COc1ccccc1N1CC(C(=O)NCCC2=CCCCC2)CC1=O (centres undefined)	nt	15%	4%	-9%	-11	18%	-1%	nt	2%
CN(C(=O)CC(=O)Nc1ccc2nc3n(c(=O)c2c1)CCCCC3)c1ccccc1F	-16%	nt	0%	-20%	-3	13%	-16%	-6%	-4%
COc1cccc(CNC(=O)c2cc3ccccn3n2)c1	20%	-4%	-27%	1%	0	3%	10%	-3%	8%
COc1cccc(CNC(=O)c2nnc(Cc3ccc(Cl)cc3)o2)c1	8%	nt	-15%	-3%	-23	-6%	7%	-15%	1%
O=C(CCCN1C(=O)/C(=C\c2cccs2)SC1=S)Nc1cccc(C(=O)O)c1	1%	9%	-11%	-25%	0	-12%	-5%	-8%	?
O=C(O)c1cc(Oc2ccc([N+](=O)[O-])cc2)cc(Oc2ccc([N+](=O)[O-])cc2)c1	nt	-5%	nt	49%[activator]	nt	nt	5%[60.1 µM]	1%	nt
C=CCN(CC=C)CCOc1ccccc1[N+](=O)[O-]	0%	1%	-21%	?	-14	-18%	-11%	-15%	-1%
CCc1[nH]nc(C(=O)N2CCCC(Nc3cccc(F)c3)C2)c1C (centres undefined)	-2%	3%	-1%	500%[activator]	-2	-39%	-17%	-12%	-3%
Cc1cc(C)cc(Nc2cc(C(=O)NC3CCCCC3)c3ccccc3n2)c1	14%	nt	-28%	-10%	-6	5%	-7%	3%	-3%
CCOC(=O)C1=C(CN2CCC(C)CC2)NC(=O)NC1c1ccc(OC(C)C)cc1 (centres undefined)	21%	nt	-16%	-3%	-2	10%	-13%	?	2%
CCOC(=O)C1CCN(C(=O)/C=C/c2ccc3c(c2)OCO3)CC1	?	-30%	-21%	13%	1	-25%	-3%	-8%	-6%
CCN(CC)CCNC(=O)c1cn(CC)c2ccc(S(=O)(=O)N(C)C)cc2c1=O	0%	2%	-14%	i	-3	-13%	-8%	-5%	-3%
CCCC(CCC)=NNC(=O)CN(Cc1ccccc1)S(=O)(=O)c1ccccc1	1%	3%	-20%	-10%	1	-5%	-9%	-12%	9%
COc1cccc(CNC(=O)Cn2c(=O)ccc3cc(S(=O)(=O)N4CCC(C)CC4)ccc32)c1	13%	nt	0%	-24%	-1	-19%	-8%[60.1 µM]	-5%	1%
O=S(=O)(/C=C/c1ccccc1)N1CCc2ccccc2C1	48%	7%	-20%	-1%	-4	-11%	4%	-4%	-6%
Cn1c(=O)cc(SCC(=O)NCc2cccnc2)c2ccccc21	3%	19%	-3%	12%	-2	-21%	8%	-1%	8%
CC(C(=O)NCc1ccco1)c1ccc([N+](=O)[O-])cc1 (centres undefined)	17%	17%	-3%	-16%	-4	13%	-1%	-10%	9%
O=C(Nc1c2ccccc2nc2ccccc12)C(Cl)(Cl)Cl	-14%	-3%	?	nt	-10	-15%	-4%	147%[activator]	-2%
CC1Cc2ccccc2N1C(=O)CSc1nnnn1C (centres undefined)	-7%	-3%	4%	0%	-1	9%	-13%	?	-9%
O=C(CSc1nc2c(c(=O)n1-c1ccc(F)cc1)SCC2)N1CCCC1	28%	-9%	-8%	nt	-1	-30%	-12%	-10%	6%
NC(=O)NNc1ncc(C(F)(F)F)cc1Cl	57%	2%	-12%	-3%	-5	-9%	-21%	-8%	-2%
CCOc1ccc(N(CC(=O)NCCc2ccc(F)cc2)S(=O)(=O)c2ccccc2)cc1	13%	2%	-21%	12%	-4	-41%	1%	-10%	-10%
S=C1NC2(CCCCC2)N=C1c1ccccc1	0%	10%	-10%	-15%	1	-20%	-1%	8%	-8%
CC1CCCN(C(=O)C2CCN(C(=O)Nc3ccccc3)CC2)C1 (centres undefined)	nt	10%	-20%	6%	-9	26%	-2%	nt	0%

Copied from the results shown (eight entries):
SMILES	Pol beta inh	APEX1 inh	POLH inh	ALOX12 inh	LDHA block	RGS4 inh	POLK inh	Anesthetic bind	ERG Ets-DNA blk
CN(C(=O)CC(=O)Nc1ccc2nc3n(c(=O)c2c1)CCCCC3)c1ccccc1F	-16%	nt	0%	-20%	-3	13%	-16%	-6%	-4%
COc1cccc(CNC(=O)c2cc3ccccn3n2)c1	20%	-4%	-27%	1%	0	3%	10%	-3%	8%
COc1cccc(CNC(=O)c2nnc(Cc3ccc(Cl)cc3)o2)c1	8%	nt	-15%	-3%	-23	-6%	7%	-15%	1%
O=C(CCCN1C(=O)/C(=C\c2cccs2)SC1=S)Nc1cccc(C(=O)O)c1	1%	9%	-11%	-25%	0	-12%	-5%	-8%	?
O=C(O)c1cc(Oc2ccc([N+](=O)[O-])cc2)cc(Oc2ccc([N+](=O)[O-])cc2)c1	nt	-5%	nt	49%[activator]	nt	nt	5%[60.1 µM]	1%	nt
C=CCN(CC=C)CCOc1ccccc1[N+](=O)[O-]	0%	1%	-21%	?	-14	-18%	-11%	-15%	-1%
CCc1[nH]nc(C(=O)N2CCCC(Nc3cccc(F)c3)C2)c1C (centres undefined)	-2%	3%	-1%	500%[activator]	-2	-39%	-17%	-12%	-3%
Cc1cc(C)cc(Nc2cc(C(=O)NC3CCCCC3)c3ccccc3n2)c1	14%	nt	-28%	-10%	-6	5%	-7%	3%	-3%

Some of the compounds tested. The share of hits here may be higher or lower than overall.
